GAA spleen mod = lysosomal alpha-glucosidase (human) modulation; human spleen homogenate, 4-MU-alpha-glucoside fluorescence; Potency, µM (top dose mostly 79.9 µM), for the others: top-dose activity change, negative = inhibition, usual class: inhibitors; P10253; 240,000 compounds, 0.006% hits;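 note: 0% = enzyme with vehicle and -100% = no enzyme basal signal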
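Compounds were titrated against alpha-glucosidase in spleen homogenate at pH 5.0, with 1 mM 4-methylumbelliferyl substrate for 40 min at 37 C. Reactions were quenched with pH 10 NaOH/glycine and fluorescence measured.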
HttQ103 aggreg = inhibitors of mutant huntingtin aggregate formation in PC12 cells | 220,000 compounds, 1.1% hits | Potency, µM (top dose mostly 46.1 µM), without a hit: top-dose activity change, negative = inhibition, actives largely listed as inhibitors | AID 1688 | PC12 HttQ103-GFP aggregates, Acumen cytometry, 40 h; note: % is set by controls: 0 for no effect and ±100 for the full control effect; nearly all actives have a fitted effect of over 60% in size
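Compounds (qHTS titration) were added to PC12 cells expressing an ecdysone-driven HTT exon 1 Q103–GFP fusion after induction with 100 nM tebufenozide. Aggregate formation was measured as GFP objects in cell lysates.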
GoLoco inh red = blocks human Gai1 binding to RGS12 GoLoco peptide, red readout; Gai1:RGS12 GoLoco peptide FP, rhodamine, 10 min; Potency, µM (doses to about 61.6 µM), for the others: at the highest dose activity, negative = inhibition, hits mostly inhibitors; 230,000 compounds, 0.44% hits; AID 880; active = well fitted inhibition curve with a large enough effect, not every such curve was filed as active; inactive = no such curve, though single readings can be large or run the other way; note: % is set by controls: 0 for no effect and ±100 for the full control effect; nearly all actives have a fitted effect of over 30% in size; many of its hits are not listed in these tables
Target sequence (P63096 whole entry, looked up): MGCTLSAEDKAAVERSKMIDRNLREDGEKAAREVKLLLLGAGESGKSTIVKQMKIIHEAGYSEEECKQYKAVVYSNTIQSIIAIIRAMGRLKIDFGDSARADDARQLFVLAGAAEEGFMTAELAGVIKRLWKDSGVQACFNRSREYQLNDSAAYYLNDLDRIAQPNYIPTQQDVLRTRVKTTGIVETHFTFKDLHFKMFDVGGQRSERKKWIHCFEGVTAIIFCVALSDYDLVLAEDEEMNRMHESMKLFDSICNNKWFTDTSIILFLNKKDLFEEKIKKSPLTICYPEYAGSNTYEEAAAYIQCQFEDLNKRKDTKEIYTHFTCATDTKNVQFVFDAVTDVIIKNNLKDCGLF
HTT cytoprotect = protects HTT-Q103 PC12 cells, measured by ATP. PC12 HTT-Q103 induced, cytoprotection, ATP luminescence, 40 h. Potency, µM (titrated, usually from 56.4 µM), for the others: cytoprotection (ATP increase), most hits filed as activators. 230,000 compounds, 0.14% hits. AID 1471;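 note: % of control where 0% means no effect; nearly all actives have a fitted effect of over 45% in size; toxic huntingtin expression switched on by the ecdysone agonist tebufenozide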
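Stable PC12 Q103-GFP cells in serum-supplemented, phenol red-free DMEM; induction by tebufenozide at 100 nM final; compound dose series; cell viability quantified luminescently from ATP.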
GAA glycogen mod = alters human alpha-glucosidase cleavage of glycogen | recombinant GAA, glycogen substrate, Amplex Red glucose oxidase fluorescence | Potency, µM (series often up to 76.4 µM), for the others: at the highest dose activity change, negative = inhibition, actives largely listed as inhibitors | 300,000 compounds, 0.38% hits | AID 2100;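 note: 0% = full enzyme reaction and -100% = no-enzyme basal signal; the screen sought inhibitors and activators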
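Natural-substrate format: glycogen cleavage by 4 nM human enzyme, glucose read by Amplex Red coupling (Ex 573, Em 610 nm). Normalized to enzyme and no-enzyme controls.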
IMPase Li inh = IMPase inhibition in cells with lithium potentiation; CHO-M1 cells, IP1 TR-FRET (IP-One), carbachol + lithium; Potency, µM (top dose mostly 59.4 µM), for the others: at the highest dose activity, negative = IMPase inhibition, most hits filed as inhibitors; 210,000 compounds, 0.35% hits; AID 1457;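 note: IP1 builds up when IMPase is blocked and the TR-FRET signal falls; plate controls were basal vehicle for no effect and high inhibitor control for full effect; nearly all actives have a fitted effect of over 50% in size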
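CHO-M1, 2000 cells/well, 16–30 h culture; cpd + low Li+, 30 min 37C; lysis with d2-IP1/Eu-anti-IP1 Ab, 10 min RT; TR-FRET 665/620 ratio and 620 channel; AC50 via Hill.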
GAA inhib = blocks human lysosomal alpha-glucosidase | P10253 | purified human GAA, 4-MU-alpha-glucoside fluorescence | Potency, µM (highest dose often 76.9 µM), inactives show at the top dose activity change, negative = inhibition, actives largely listed as inhibitors | 200,000 compounds, 0.005% hits;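 note: plate controls were uninhibited enzyme wells for no effect and no-enzyme background for full effect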
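Human alpha-glucosidase, 4 nM, pre-mixed with test compounds before 400 uM 4-methylumbelliferyl substrate; 20 min room temperature at pH 5.0. Fluorescence read after pH 10 stop; AC50 values from Hill-equation fits.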
Starred values were filed as active, the others as inactive; ? = inconclusive; . = no result given; & = joins results of further samples; [ ] = another dose, or the depositor's remark. Unless noted, calls come from the whole dose curve; as a rule, active = well fitted curve in the direction sought with a large enough effect; inconclusive = small, poorly fitted or top-dose-only effect, or another doubt; inactive = no such curve, though single readings can be large; an effect the other way counts as inactive or inconclusive. Potency is the fitted concentration of half-maximal effect. These rows are one share of the data (hit frequency here may not be typical).

The opening twelve compounds, to show the layout:
Results follow in this order: GAA spleen mod, HttQ103 aggreg, GoLoco inh red, HTT cytoprotect, GAA glycogen mod, IMPase Li inh, GAA inhib
(1) CN(C(=S)NC(=O)Cc1ccccc1)c1ccccc1
 : 7%, 14%, 1%, -4%, 26%, -6%, 11%
(2) CCC(=O)Nc1nc(C)c(C(=O)NC2CCCCC2)s1
 : 1%, -8%, 6%, -15%[10 µM], -8%, -1%, -6%
(3) CC(=O)c1cccc(NC(=O)COc2cc3oc(=O)c(CC(C)O)c(C)c3cc2Cl)c1 (configuration not stated)
 : 4%, 3.5µM*, 12%, 14%[10 µM], -3%, -14%, -2%
(4) O=C(c1ccc(=O)oc1)N1CCC(C(O)(c2ccccc2)c2ccccc2)CC1
 : 9%, -8%[9.22 µM], 128%[activator], 0%[10 µM], 1%, ., 3%
(5) CCOc1ncccc1C(=O)Nc1cccc(-c2nnc3n2CCCCC3)c1
 : -9%, -33%, 6%, 28%[10 µM], 19%, 14%, 11%
(6) COc1cc(C(C)=O)ccc1COc1ccc(C(=O)O)cc1OC
 : 1%, -6%[9.22 µM], 1%, -14%[10 µM], -4%, ., .
(7) CCOC(=O)C1(Cc2ccccc2Cl)CCN(S(C)(=O)=O)CC1
 : 5%, 9%[9.22 µM], 2%, 23%[10 µM], -1%, 5%, 8%
(8) CN(C)c1cc[n+](/C(C(=S)Nc2ccc(SC(F)F)cc2)=C(/[O-])c2ccccc2)cc1
 : -3%, -22%, 12%, -41%[inhibitor], -2%, 10%, 10%
(9) COc1ccccc1NC(=O)C1=C(C)NC(=O)NC1c1ccc(C)cc1 (configuration not stated)
 : -1%, 0%, -5%, 4%[10 µM], 0%, -13%[38.3 µM], 1%
(10) CSc1nncc(-c2ccc(F)cc2)n1
 : 4%, 5%, -19%, -2%, -13%, 15%[38.3 µM], 7%
(11) N#CCCN(CCC#N)S(=O)(=O)c1ccc(C(=O)Nc2nc(-c3ccccc3)c(C(=O)c3ccccc3)s2)cc1
 : -1%, -2%[9.22 µM], 1%, 10%[10 µM], 8%, ., .
(12) N#C/C(=C\c1ccccc1C(F)(F)F)C(=O)Nc1ccccc1
 : 1%, 1%, 2%, 21%[10 µM], 13%, 4%, 2%

The whole of this part, previewed entries included:
Results follow in this order: GAA spleen mod, HttQ103 aggreg, GoLoco inh red, HTT cytoprotect, GAA glycogen mod, IMPase Li inh, GAA inhib
(1) CN(C(=S)NC(=O)Cc1ccccc1)c1ccccc1
 : 7%, 14%, 1%, -4%, 26%, -6%, 11%
(2) CCC(=O)Nc1nc(C)c(C(=O)NC2CCCCC2)s1
 : 1%, -8%, 6%, -15%[10 µM], -8%, -1%, -6%
(3) CC(=O)c1cccc(NC(=O)COc2cc3oc(=O)c(CC(C)O)c(C)c3cc2Cl)c1 (configuration not stated)
 : 4%, 3.5µM*, 12%, 14%[10 µM], -3%, -14%, -2%
(4) O=C(c1ccc(=O)oc1)N1CCC(C(O)(c2ccccc2)c2ccccc2)CC1
 : 9%, -8%[9.22 µM], 128%[activator], 0%[10 µM], 1%, ., 3%
(5) CCOc1ncccc1C(=O)Nc1cccc(-c2nnc3n2CCCCC3)c1
 : -9%, -33%, 6%, 28%[10 µM], 19%, 14%, 11%
(6) COc1cc(C(C)=O)ccc1COc1ccc(C(=O)O)cc1OC
 : 1%, -6%[9.22 µM], 1%, -14%[10 µM], -4%, ., .
(7) CCOC(=O)C1(Cc2ccccc2Cl)CCN(S(C)(=O)=O)CC1
 : 5%, 9%[9.22 µM], 2%, 23%[10 µM], -1%, 5%, 8%
(8) CN(C)c1cc[n+](/C(C(=S)Nc2ccc(SC(F)F)cc2)=C(/[O-])c2ccccc2)cc1
 : -3%, -22%, 12%, -41%[inhibitor], -2%, 10%, 10%
(9) COc1ccccc1NC(=O)C1=C(C)NC(=O)NC1c1ccc(C)cc1 (configuration not stated)
 : -1%, 0%, -5%, 4%[10 µM], 0%, -13%[38.3 µM], 1%
(10) CSc1nncc(-c2ccc(F)cc2)n1
 : 4%, 5%, -19%, -2%, -13%, 15%[38.3 µM], 7%
(11) N#CCCN(CCC#N)S(=O)(=O)c1ccc(C(=O)Nc2nc(-c3ccccc3)c(C(=O)c3ccccc3)s2)cc1
 : -1%, -2%[9.22 µM], 1%, 10%[10 µM], 8%, ., .
(12) N#C/C(=C\c1ccccc1C(F)(F)F)C(=O)Nc1ccccc1
 : 1%, 1%, 2%, 21%[10 µM], 13%, 4%, 2%
(13) O=C1N=C2SCCN2/C1=C\c1ccc(Cl)cc1
 : -3%, -3%, -12%, -4%, 6%, 8%[38.3 µM], 2%
(14) Cc1cc(C)nc(N/N=C/c2cccc([N+](=O)[O-])c2)n1
 : -5%, 13%[9.22 µM], 5%, -1%[10 µM], -7%, ., .
(15) CC1CC(C)CN(CCCNC(=O)c2cc3c(=O)[nH]c4ccccc4c3n2C)C1 (configuration not stated)
 : 1%, 10%, 5%, -36%[inhibitor], 2%, 21%, 1%
(16) CO[C@H]1OC2O[C@@]3(C)CC[C@H]4[C@H](C)CC[C@@H]([C@H]1C)[C@@]24OO3 (some centres not stated)
 : ., -29%, 0%, -52%[inhibitor], ., ., .
(17) Cc1nn(-c2ccccc2)c2sc(C(=O)OCN3C(=O)c4ccccc4C3=O)cc12
 : 1%, 6%[9.22 µM], 10%, 8%, 5%, 0%[38.3 µM], 1%
(18) CNCCCC12CCC(c3ccccc31)c1ccccc12
 : 0%, ?, -4%, -53%[inhibitor], 2%&2%&9%, 22%, ?
(19) CCOc1cccc(NC(=O)C2CCCN(S(=O)(=O)c3ccc(OC)cc3)C2)c1 (configuration not stated)
 : -8%, ?, 1%, -20%, -8%, -2%[38.3 µM], -12%
(20) COc1ccc(OC)c(S(=O)(=O)Nc2ccc3c(c2)C(=O)OC3)c1
 : -2%, -1%[9.22 µM], 1%, 12%[10 µM], -3%, ., .
(21) CCC(C)c1ccc(Nc2ncccc2C#N)cc1 (configuration not stated)
 : -3%, 18%, 4%, -10%, -5%, -1%[38.3 µM], 1%
(22) Cc1[nH]n(-c2ccccc2)c(=O)c1N=Nc1ccc2c(c1)OCCO2
 : -5%, 31%, 8%, ., -7%, 12%, ?
(23) c1ccc(CN2CCN(c3nc4ccccc4n4cnnc34)CC2)cc1
 : 6%, 1%, 6%, -10%, -8%, 42%[activator][38.3 µM], -3%[15.4 µM]
(24) Cc1ccc(NC(=O)[C@@H]2CCCN2S(=O)(=O)c2ccccc2C(F)(F)F)cc1S(=O)(=O)N1CCOCC1
 : -1%, -8%, 4%, -10%[10 µM], 6%, 1%, ?
(25) CCc1cccc(CC)c1-n1c(SCc2cc(=O)n3ccsc3n2)nnc1-c1cccnc1
 : -4%, 19%, 4%, 2%, -7%, 2%[38.3 µM], -3%
(26) Cc1c(C(=O)N2CCOCC2)sc2nc(-c3ccccc3)cn12
 : 3%, -6%, 9%, -24%[10 µM], 6%, 13%[38.3 µM], 0%
(27) Cc1cc(C)nc(N2CCCC(CCC(=O)NCc3ccc(F)c(F)c3)C2)n1 (configuration not stated)
 : 2%, 7%[9.22 µM], 10%, 9%[10 µM], 0%, 15%, -5%
(28) CCO[C@@H]1OC(C(=O)Nc2ccccc2)=C[C@H](c2ccccc2)[C@H]1CCCO
 : -5%, -15%[9.22 µM], 1%, 8%[10 µM], 9%, 2%, .
(29) CCc1ccc(S(=O)(=O)NCC(O)COc2ccc(OC)cc2)cc1 (configuration not stated)
 : 1%, -8%[9.22 µM], 2%, -7%[10 µM], 2%, ., ?
(30) CN(C)c1ccc(/C=N/n2c(-c3ccccc3Br)n[nH]c2=S)cc1
 : -6%, 12%[9.22 µM], 2%, -16%[10 µM], -27%, ., .
(31) CCOC(=O)Cc1nnc(NC(=O)CSc2nnc3c(n2)[nH]c2ccccc23)s1
 : 0%, 1%, 13%, -12%, -2%, 0%, 3%
(32) CCOC(=O)C[n+]1c(C)sc2ccc(OC)cc21
 : 3%, 16%, 22%, -5%, ?, 9%[38.3 µM], -3%
(33) COc1ccc(NC(C)=O)cc1S(=O)(=O)N1CCN(C(=O)c2ccccc2F)CC1
 : -5%, -11%[9.22 µM], -2%, 27%[10 µM], -7%, ., .
(34) O=S(=O)(c1cccs1)N1CCc2ccccc21
 : -11%, 3%, 54%[activator], -7%, 6%, -13%[38.3 µM], 4%
(35) O=C(COC(=O)c1cccnc1Cl)Nc1ccc2c(c1)OCO2
 : 4%, 12%, 4%, -42%[inhibitor], 2%, -11%, -3%
(36) COc1cc(C(=O)Oc2ccccc2)ccc1OCc1c(C)noc1C
 : 1%, 10%, -2%, -9%, 12%, -17%[38.3 µM], -1%
(37) O=C1C(c2ccncc2)=C(O)c2ccccc21
 : -7%, -1%, -4%, -35%[10 µM], 7%, 37%[activator][38.3 µM], -8%
(38) O=C(Nc1nccs1)c1ccc(-c2ccc(F)cc2)o1
 : -6%, -13%, 11%, -162%[inhibitor], 19%, 7%, 7%
(39) CC(SCc1ccccc1)C(=O)N/N=C/c1ccc2c(c1)OCO2 (configuration not stated)
 : 0%, -12%, 6%, 13%[10 µM], 2%, -2%, 0%
(40) COc1ccc(NC(=O)c2ccc(CN3CCN(c4ccccc4)CC3)cc2)cc1OC
 : -19%, 1%, 13%, 4%, 0%, -2%[38.3 µM], -11%
(41) CCOC(=O)c1cnc(-c2ccccc2)nc1Oc1ccc(Cl)cc1
 : -5%, 12%, -21%, -74%[inhibitor], 8%, 2%[38.3 µM], -4%
(42) CC1CCN(C2=NC(=O)/C(=C/c3cn[nH]c3-c3ccccc3)S2)CC1
 : 5%, -12%, 15%, 16%[10 µM], 4%, 19%, 2%
(43) Cc1nn(CC(=O)Nc2ccc(Cl)c(S(=O)(=O)N(C)C)c2)c(C)c1[N+](=O)[O-]
 : 5%, -21%, 6%, 6%[10 µM], 1%, -3%, 1%
(44) COc1cc(/C=N/Nc2nc(N3CCCC3)nc(N3CCCC3)n2)ccc1O
 : -2%, 17%, 4%, -30%, ?, 31%[38.3 µM], -5%
(45) CCC(C)C(NC(=O)c1ccc(Cl)cc1)C(=O)Nc1cccnc1 (configuration not stated)
 : -1%, 20%, -5%, 7%, -14%, 30%[activator], 7%
(46) COc1cccc(C(=O)Nc2nc(-c3ccccc3)c(-c3ccccc3)o2)c1
 : -9%, ?, 4%, 33%[10 µM], 12%, -5%, -4%
(47) CC(C)CC1(C)NC(=O)N(CC(=O)Nc2cccc(S(=O)(=O)N(C)c3ccccc3)c2)C1=O (configuration not stated)
 : 1%, -15%, -1%, -9%, 3%, 0%, -2%
(48) CCOC(=O)C1CCCN(C(=O)c2ccc(Cl)c(S(=O)(=O)N3CCCCCC3)c2)C1 (configuration not stated)
 : -1%, 12%, 9%, -26%, 3%, 12%, -5%
